Tb PYK inh: blocks Trypanosoma brucei pyruvate kinase. Potency, µM (series often up to 76.8 µM), for the others: at the top dose activity, negative = inhibition, actives largely listed as inhibitors. actives 0.12% (n = 410,000). Q57TT1. TbPYK enzyme, Kinase-Glo Plus ATP luminescence, 45 min. AID 624173; note: potency is the fitted concentration of half-maximal effect; % is set by controls: 0 for no effect and ±100 for the full control effect; nearly all actives have a fitted effect of over 50% in size
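Readout: single end-point luminescence (Kinase-Glo Plus, 10 min). Reaction conditions were TbPYK/substrate plus 130 uM ADP, 45 min at RT, pH 7.2 TEA buffer. No-enzyme wells served as controls, and data were normalized before concentration-response fitting.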
Pf growth 48h: inhibits P. falciparum growth in the first generation, 48 h | Potency, µM (top dose mostly 28.7 µM), for the others: top-dose activity change, negative = inhibition, usual class: inhibitors | actives 5.9% (n = 310,000) | P. falciparum luciferase growth in erythrocytes, 48 h; note: potency is the fitted concentration of half-maximal effect; % is set by controls: 0 for no effect and ±100 for the full control effect
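Here the parasites carry a stable luciferase gene and grow inside erythrocytes in Albumax-based RPMI medium with compound for one erythrocytic cycle. Activity is scored as loss of luminescent signal.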
HCV inhibitor: HCV inhibition; Huh7.5.1 HCVcc-Cre infection, luciferase reporter, 44 h; actives 3.4% (n = 340,000); AID 651820; Potency, µM (titrated, usually from 41.8 µM), inactives show top-dose activity change, negative = inhibition, hits mostly inhibitors; note: potency is the fitted concentration of half-maximal effect; % is set by controls: 0 for no effect and ±100 for the full control effect
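Reporter virus HCVcc-Cre (~0.5 moi) infects cells exposed to compound; seeding density 1,000 cells/well with 4 h settling beforehand. Luminescence, 15 sec read, taken 44 h post-infection following a 15 min RT substrate incubation.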
Pf growth 96h: inhibits malaria parasite growth, 96 h. P. falciparum luciferase reporter growth, 96 h. Potency, µM (highest dose often 28.7 µM), for the others: at the top dose activity change, negative = inhibition, hits mostly inhibitors. actives 6.9% (n = 320,000). AID 504834; note: potency is the fitted concentration of half-maximal effect; % is set by controls: 0 for no effect and ±100 for the full control effect
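Infected RBCs, 2% Hct / 0.05% parasitemia final; luciferase-reporter P. falciparum; cpd 96 h, 37 C, 5% CO2; luciferase detection reagent; luminescence.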
CHX counter: affects cycloheximide protein synthesis inhibition readout, counter-screen | cell reporter, cycloheximide protein synthesis inhibition counterscreen | max response, % | actives 12% (n = 300,000); in the data active = max response mostly above about 13%, no sharp cut-off; inactive = mostly below about 14%; note: read at 38.3 µM for the half of the compounds with a filed dose; 0% is about no effect
LmPK inh: blocks Leishmania mexicana pyruvate kinase activity; Q27686; purified LmPK, Kinase-Glo ATP luminescence, 1 h; Potency, µM (titrated, usually from 57.5 µM), for inactives: at the top dose activity change, negative = inhibition, most hits filed as inhibitors; actives 0.37% (n = 290,000); note: potency is the fitted concentration of half-maximal effect; % is set by controls: 0 for no effect and ±100 for the full control effect
Target sequence (Q27686 whole entry, looked up): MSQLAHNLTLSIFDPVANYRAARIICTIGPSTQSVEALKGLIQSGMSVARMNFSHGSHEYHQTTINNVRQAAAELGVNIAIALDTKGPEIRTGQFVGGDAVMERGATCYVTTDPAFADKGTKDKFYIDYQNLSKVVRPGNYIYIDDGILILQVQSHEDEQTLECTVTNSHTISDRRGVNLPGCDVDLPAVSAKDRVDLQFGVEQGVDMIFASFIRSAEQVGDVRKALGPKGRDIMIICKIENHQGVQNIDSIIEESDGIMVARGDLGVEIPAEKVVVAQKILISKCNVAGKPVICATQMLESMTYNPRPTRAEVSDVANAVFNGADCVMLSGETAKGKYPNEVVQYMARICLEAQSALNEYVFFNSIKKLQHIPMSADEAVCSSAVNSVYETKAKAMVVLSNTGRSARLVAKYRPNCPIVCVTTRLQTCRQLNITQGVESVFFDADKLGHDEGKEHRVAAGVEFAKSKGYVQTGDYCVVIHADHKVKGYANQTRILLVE
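In 50 mM imidazole pH 7.2 with 7 mM MgCl2, LmPK (0.1 nM) turned over PEP (0.5 mM) and ADP (0.1 mM) for 1 h at room temperature. Luciferase read-out of ATP.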
Shiga inhibitor: inhibitors of Shiga toxin in Vero cells | Vero cells, Shiga toxin protein synthesis inhibition reporter | inhibition, % at 38.7 µM | actives 9.2% (n = 290,000); in the data active = inhibition mostly above about 28%, no sharp cut-off; inactive = mostly below about 43%; note: 0% is about no effect
Numbers without * were called inactive; & = joins results of further samples; [ ] = another dose, or the depositor's remark. Unless noted, calls come from the whole dose curve; as a rule, active = well fitted curve in the direction sought with a large enough effect; inconclusive = small, poorly fitted or top-dose-only effect, or another doubt; inactive = no such curve, though single readings can be large; an effect the other way counts as inactive or inconclusive.

For CCCCOc1ccc(N2C(=O)CC(N(CCc3ccccc3)C(=O)/C=C/C(=O)O)C2=O)cc1 (configuration not stated) the results were Tb PYK inh -2%, Pf growth 48h 21%, HCV inhibitor 27%, Pf growth 96h 18%, CHX counter -1, LmPK inh 15% and Shiga inhibitor -1.
For COc1ccc(N(CC(=O)N2CC=C(c3ccccc3)CC2)S(=O)(=O)c2c(C)noc2C)cc1 the results were Tb PYK inh 1%, HCV inhibitor -7%, Pf growth 96h 3.7µM*, CHX counter -5, LmPK inh 10% and Shiga inhibitor -5.
Cc1cc(Cl)cc2c1NC(=O)[C@]21[C@@H]2C(=O)N(Cc3ccccc3)C(=O)[C@@H]2[C@@H]2CCCN21 was read as Tb PYK inh -1%, Pf growth 48h inconclusive, HCV inhibitor 11%&-28%, Pf growth 96h 7%, CHX counter -2&18, LmPK inh 0%&6% and Shiga inhibitor 2&28.
Screening O=C(CCCCCN1C(=O)c2ccccc2C1=O)NCc1ccco1 returned Tb PYK inh -4%, HCV inhibitor 4%, Pf growth 96h 1µM*, CHX counter -1, LmPK inh 13% and Shiga inhibitor -12.
For COC(=O)C(Cc1ccc(OC(=O)c2ccc(C(F)(F)F)cc2)cc1)N1Cc2ccccc2C1=O (configuration not stated) the results were Tb PYK inh -13%, Pf growth 48h 39%[activator], HCV inhibitor 6%, Pf growth 96h 67%[activator], CHX counter 43*, LmPK inh 3% and Shiga inhibitor 69*.
For CCOC(=O)C1CCCN(CC(=O)Nc2c(C(=O)OC)[nH]c3ccc(C)cc23)C1 (configuration not stated) the results were Tb PYK inh -3%, Pf growth 48h inconclusive, HCV inhibitor inconclusive, Pf growth 96h inconclusive, CHX counter -6, LmPK inh 5% and Shiga inhibitor -5.
`COc1ccc(CNc2ccc(C)cc2)cc1Br` gave Tb PYK inh -1%, Pf growth 48h 27%, HCV inhibitor inconclusive, Pf growth 96h 30%, CHX counter 23*, LmPK inh 4% and Shiga inhibitor 43*.
For O=C(CCN1CCCC1)c1cccs1 the results were Tb PYK inh -1%, Pf growth 48h inconclusive, HCV inhibitor 14%, Pf growth 96h -20%, CHX counter 6, LmPK inh 12% and Shiga inhibitor -6.
`N=c1c2c(ncn1CCCO)Oc1cc(O)ccc1C2c1ccccc1` (configuration not stated) gave Tb PYK inh 3%, Pf growth 48h inconclusive, HCV inhibitor -1%, Pf growth 96h inconclusive, CHX counter -4, LmPK inh 7% and Shiga inhibitor 24.
COc1ccccc1CNC(=O)c1cc(-c2ccccc2)n(Cc2cc(C)no2)n1 was read as Tb PYK inh 6%, Pf growth 48h inconclusive, HCV inhibitor 2% and Pf growth 96h inconclusive.
Cc1c(NS(=O)(=O)c2cccc([N+](=O)[O-])c2)c(=O)n(-c2ccccc2)n1C was read as Tb PYK inh 9%, Pf growth 48h 26%, HCV inhibitor 15%, Pf growth 96h -3%, CHX counter -5, LmPK inh 3% and Shiga inhibitor -5.
Screening O=c1cc(-c2ccccc2)nc2nc[nH]n12 returned Tb PYK inh 5%, HCV inhibitor 14%, Pf growth 96h 0.29µM*, CHX counter -4, LmPK inh -8% and Shiga inhibitor -12.
Screening CCc1nnc(NC(=O)c2cc(OC)c(OC)cc2[N+](=O)[O-])s1 returned Tb PYK inh -3%, Pf growth 48h 56%[activator], HCV inhibitor -9%, Pf growth 96h -8%, CHX counter -1, LmPK inh 1% and Shiga inhibitor -4.
For Cc1cc(C)n2nc(SCC(=O)Nc3ccccc3)nc2n1 the results were Tb PYK inh 0%&0%, Pf growth 48h 17%, HCV inhibitor 1%, Pf growth 96h inconclusive, CHX counter 0, LmPK inh 1% and Shiga inhibitor 12.
For CCC(C)Oc1ccccc1C1CC(=O)NC2=C1C(=O)CCC2 (configuration not stated) the results were Tb PYK inh 0%, Pf growth 48h inconclusive, HCV inhibitor -29%, Pf growth 96h inconclusive, CHX counter -2, LmPK inh 0% and Shiga inhibitor -26.
`O=C(Cn1cnc2c(nnn2Cc2ccc(Cl)cc2)c1=O)N1CCN(c2ccccc2)CC1` gave Tb PYK inh 6%, Pf growth 48h inconclusive, HCV inhibitor inconclusive, Pf growth 96h inconclusive, CHX counter -1, LmPK inh 1% and Shiga inhibitor -3.
O=C(NCCC1=CCCCC1)C1CCCN(S(=O)(=O)c2cnc[nH]2)C1 (configuration not stated) was read as Tb PYK inh -3%, HCV inhibitor 15%, Pf growth 96h 12µM*, CHX counter -7, LmPK inh 4% and Shiga inhibitor -10.
O=C(O)CC12CC3CC(C1)CC(n1ncc(NCc4ccc5c(c4)OCO5)c(Cl)c1=O)(C3)C2 was read as Pf growth 48h -12%, Pf growth 96h -12%, CHX counter -4, LmPK inh 2% and Shiga inhibitor -4.
COC(=O)c1cccc(NC(=O)Nc2ccccc2OC)c1 was read as Tb PYK inh 2%, Pf growth 48h 70%[activator], HCV inhibitor -23%, Pf growth 96h 33%[activator], CHX counter 23*, LmPK inh -17% and Shiga inhibitor 43*.
Cc1ccc(-c2nc3ccccc3c(=O)n2-c2cccnc2)cc1 was read as Tb PYK inh -6%, Pf growth 48h 1%, HCV inhibitor 11%, Pf growth 96h 244%[activator], CHX counter -2, LmPK inh -5% and Shiga inhibitor 1.
Screening COC(=O)CSc1ccsc1C(=O)O returned Tb PYK inh 1%, Pf growth 48h 19%, HCV inhibitor 28%, Pf growth 96h -6%, CHX counter 3, LmPK inh -2% and Shiga inhibitor 31.
`O=C(NCCN1CCOCC1)c1cc(-c2cccs2)on1` gave Tb PYK inh -8%, Pf growth 48h 62%[activator], HCV inhibitor 1%, Pf growth 96h 9.3µM*, CHX counter 20*, LmPK inh 6% and Shiga inhibitor 57*.
For CCN(CC)c1ccc(/C=N/N2CCN(Cc3ccc(C)cc3)CC2)c(O)c1 the results were Tb PYK inh -8%, Pf growth 48h inconclusive, HCV inhibitor inconclusive, Pf growth 96h inconclusive, CHX counter -5, LmPK inh -5% and Shiga inhibitor -20.
COc1cc(-c2nc(-c3ccccc3)c(-c3cc([N+](=O)[O-])ccc3C)[nH]2)cc(OC)c1OC was read as Tb PYK inh 5%, Pf growth 48h 2.6µM*, HCV inhibitor 13µM*, Pf growth 96h inconclusive, CHX counter 4, LmPK inh 0% and Shiga inhibitor -4.
Screening CC(=O)NCCCOc1ccc([N+](=O)[O-])cc1Cl returned Tb PYK inh 1%, Pf growth 48h 94%[activator], HCV inhibitor 0%, Pf growth 96h 98%[activator], CHX counter 16*, LmPK inh -1% and Shiga inhibitor 48.
`CCOC(=O)c1sc2nc(SCC#N)n(CC3CCCO3)c(=O)c2c1C` (configuration not stated) gave Tb PYK inh 3%, Pf growth 48h 4%, HCV inhibitor 1%, Pf growth 96h inconclusive, CHX counter -4, LmPK inh 3% and Shiga inhibitor -3.
`CNC(=O)c1[nH]cnc1C(=O)NCC(=O)OC(C)(C)C` gave Tb PYK inh 2%, Pf growth 48h 4%, HCV inhibitor -5%, Pf growth 96h 33%[activator], CHX counter -2, LmPK inh -6% and Shiga inhibitor -5.
CN(C)c1nc(=S)nc(NCc2ccccc2)[nH]1 was read as Tb PYK inh 2%, Pf growth 48h -24%, HCV inhibitor inconclusive, Pf growth 96h inconclusive, CHX counter 6, LmPK inh -1% and Shiga inhibitor -5.
`CC(C)N1CCN(CC#Cc2ccccc2)CC1CCO` (configuration not stated) gave Tb PYK inh 23%, Pf growth 48h 18%, HCV inhibitor -6%, Pf growth 96h -11%, CHX counter 10, LmPK inh -4% and Shiga inhibitor 14.
`Cn1nc(C(=O)NCCc2ccc(Cl)cc2)c2c1-c1ccccc1S(=O)(=O)C2` gave Tb PYK inh 3%, Pf growth 48h inconclusive, HCV inhibitor inconclusive, Pf growth 96h 13%, CHX counter 16, LmPK inh -3% and Shiga inhibitor -2.

By substructure, the entries above containing a Cl atom
Cc1cc(Cl)cc2c1NC(=O)[C@]21[C@@H]2C(=O)N(Cc3ccccc3)C(=O)[C@@H]2[C@@H]2CCCN21 was read as Tb PYK inh -1%, Pf growth 48h inconclusive, HCV inhibitor 11%&-28%, Pf growth 96h 7%, CHX counter -2&18, LmPK inh 0%&6% and Shiga inhibitor 2&28.
`O=C(Cn1cnc2c(nnn2Cc2ccc(Cl)cc2)c1=O)N1CCN(c2ccccc2)CC1` gave Tb PYK inh 6%, Pf growth 48h inconclusive, HCV inhibitor inconclusive, Pf growth 96h inconclusive, CHX counter -1, LmPK inh 1% and Shiga inhibitor -3.
O=C(O)CC12CC3CC(C1)CC(n1ncc(NCc4ccc5c(c4)OCO5)c(Cl)c1=O)(C3)C2 was read as Pf growth 48h -12%, Pf growth 96h -12%, CHX counter -4, LmPK inh 2% and Shiga inhibitor -4.
Screening CC(=O)NCCCOc1ccc([N+](=O)[O-])cc1Cl returned Tb PYK inh 1%, Pf growth 48h 94%[activator], HCV inhibitor 0%, Pf growth 96h 98%[activator], CHX counter 16*, LmPK inh -1% and Shiga inhibitor 48.
`Cn1nc(C(=O)NCCc2ccc(Cl)cc2)c2c1-c1ccccc1S(=O)(=O)C2` gave Tb PYK inh 3%, Pf growth 48h inconclusive, HCV inhibitor inconclusive, Pf growth 96h 13%, CHX counter 16, LmPK inh -3% and Shiga inhibitor -2.

(cont.)
For Cc1cccc(C)c1NC(=S)N(CCN1CCCCCC1)Cc1ccco1 the results were Tb PYK inh -6%, Pf growth 48h inconclusive, HCV inhibitor -3%, Pf growth 96h inconclusive, CHX counter 3, LmPK inh -3% and Shiga inhibitor -18.
For COc1ccc(/C=C/C(=O)OCC(=O)N2CCCCCC2)c(OC)c1 the results were Tb PYK inh 1%, Pf growth 48h 2%, HCV inhibitor -27% and Pf growth 96h 0%.
For O=C(Nc1cccc(-c2nnc(-c3ccco3)o2)c1)C(c1ccccc1)c1ccccc1 the results were Tb PYK inh 1%, HCV inhibitor inconclusive, Pf growth 96h 5.2µM*, CHX counter -3, LmPK inh 13% and Shiga inhibitor -6.
Cc1ccc(NC(=O)c2sccc2C)nc1 was read as Tb PYK inh inconclusive, Pf growth 48h 204%[activator], HCV inhibitor 16%, Pf growth 96h 208%[activator], CHX counter 49*, LmPK inh -6% and Shiga inhibitor 88*.
`COc1ccc(Br)cc1CNC(=O)C1CCN(S(=O)(=O)N2CCC(C)CC2)CC1` gave Tb PYK inh 2%, Pf growth 48h inconclusive, HCV inhibitor -8%, Pf growth 96h 12µM*, CHX counter -5, LmPK inh -1% and Shiga inhibitor -1.
COc1ccc(N2CC(C(=O)NCCCN3CCOCC3)CC2=O)cc1 (configuration not stated) was read as Tb PYK inh 3%, Pf growth 48h -4%, HCV inhibitor 14%, Pf growth 96h -7%, CHX counter 2, LmPK inh 4% and Shiga inhibitor -19.
CCCSc1nnc(CSc2ncccn2)n1C was read as Tb PYK inh -4%, Pf growth 48h 9%, HCV inhibitor 7%, Pf growth 96h 4%, CHX counter -6, LmPK inh -7%[11.5 µM] and Shiga inhibitor 32.
`Cc1ccc(NC(=O)/C=N/OCC(=O)NCc2ccccc2Cl)cc1` gave Tb PYK inh -5%, Pf growth 48h 67%[activator], HCV inhibitor -13%, Pf growth 96h 50%[activator], CHX counter -2, LmPK inh 2% and Shiga inhibitor 25.

Bioassay records: PubChem BioAssay, National Center for Advancing Translational Sciences (NCATS)
